# C2C12 statin – protects C2C12 myotubes from simvastatin toxicity | AID 602340 | 0.78% of 330,000 active | rescue of ATP level, % at 7.49 µM | ATP luminescence, 48 h; scaled: DMSO 0, geranylgeraniol control 100;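 active = mean ATP rescue above about 67%, or every replicate alone reaching that limit, limit read from the data, passing the limit was not always enough; inconclusive = no clear call, values can overlap the other calls; inactive = mean under the limit and some replicate under it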;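 also: myotubes were challenged with 10 µM simvastatin during compound exposure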
# SIRT5 block – sirtuin-5 (human) deacylase inhibition; Q9NXA8; 1.1% of 330,000 active; AID 652115; inhibition, % at 15 µM; Purified SirT5, succinyl-peptide AMC, trypsin-coupled fluorescence; in the data active = inhibition above about 15%; inconclusive = no clear call, values can overlap the other calls
# Target sequence (Q9NXA8 whole entry, looked up): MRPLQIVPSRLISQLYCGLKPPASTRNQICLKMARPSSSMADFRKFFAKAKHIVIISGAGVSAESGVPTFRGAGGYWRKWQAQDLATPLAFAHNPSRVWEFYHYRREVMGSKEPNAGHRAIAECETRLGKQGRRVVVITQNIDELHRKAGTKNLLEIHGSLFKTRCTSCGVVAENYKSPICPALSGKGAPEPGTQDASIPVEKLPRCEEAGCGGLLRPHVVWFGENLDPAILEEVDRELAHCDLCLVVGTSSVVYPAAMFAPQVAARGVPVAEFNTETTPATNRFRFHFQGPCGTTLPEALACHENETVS
# LGR2 inh – blocks bursicon-induced cAMP signaling via Drosophila LGR2; HEK293 LGR2, CRE-luciferase, bursicon-stimulated, 4 h; inhibition, % at 9.99 µM; 0.35% of 380,000 active; AID 720647;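 active = drop in luminescence signal, shown as inhibition above about 50% in the replicate tests, limit read from the data, passing the limit was not always enough; inconclusive = probably only some replicates passing the limit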;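 also: agonist challenge used bursicon conditioned medium at about half maximal strength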
# esBAF inh – blocks esBAF chromatin remodeling in mouse ES cells; Bmi1-luciferase knock-in reporter, 24 h; 100% = twice the neutral-well signal; reporter increase, % at 12.5 µM; 2% of 350,000 active; AID 602393; in the data active = activation above about 40%; inconclusive = no clear call, values can overlap the other calls;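 also: 0% = median of the plate's neutral control wells and 100% = double that signal; a rise in the Bmi1 reporter signal indicates esBAF inhibition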
# FN deposition inh – fibronectin deposition inhibition | AH1F fibroblasts, Alexa488-fibronectin deposition fluorescence, overnight | inhibition, % at 12.6 µM | 0.086% of 350,000 active | AID 743247;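 active = mean inhibition across replicates of 30% or more, regardless of how many single replicates reach that level; inconclusive = mean under 30% yet at least half of replicates reach 30%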;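 also: positive control wells lacked labelled fibronectin entirely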
#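 Assay system: AH1F fibroblasts / Quantity: 10000 cells per well / Medium: DMEM plus 2% serum, read in PBS / Reagent: labelled fibronectin 24 nM / Dosing: single dose, pinned / Times: 1 h cell attachment, overnight exposure to compound and label / Signal: fluorescence, ex 485 nm, em 525 nm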
# CASP6 VEID inh – blocks human caspase-6 cleavage activity; P55212; purified caspase-6, Z-VEID-R110 cleavage fluorescence; inhibition, % at 12.5 µM; 0.53% of 350,000 active; AID 686996;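 active = mean inhibition across replicates at least about 35%, with every replicate also reaching that limit, limit read from the data; inconclusive = only one of the two criteria met; inactive = neither criterion met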;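 also: 0% = median of neutral control wells and 100% = no fluorescence left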
# Target sequence (P55212 24-179 limits assumed): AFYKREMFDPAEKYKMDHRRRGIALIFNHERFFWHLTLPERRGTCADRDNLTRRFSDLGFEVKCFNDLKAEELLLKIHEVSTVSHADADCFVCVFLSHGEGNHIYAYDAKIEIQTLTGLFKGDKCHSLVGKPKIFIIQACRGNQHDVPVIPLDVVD
# Target sequence (P55212 194-293 limits assumed): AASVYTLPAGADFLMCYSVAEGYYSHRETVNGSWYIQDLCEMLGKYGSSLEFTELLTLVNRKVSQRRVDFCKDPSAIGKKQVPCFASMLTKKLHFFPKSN
# S100A4 MyoIIA – blocks human S100A4 binding to myosin IIA peptide; S100A4/TAMRA-MyoIIA peptide fluorescence polarization; inhibition, % at 10.7 µM; 0.14% of 360,000 active; AID 652163;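 active = mean inhibition of at least 70% across replicates, with every replicate also reaching that level; inconclusive = mean inhibition reaches 70% but some replicates fall short; inactive = mean inhibition below 70%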
# Target sequence (P26447 whole entry, looked up): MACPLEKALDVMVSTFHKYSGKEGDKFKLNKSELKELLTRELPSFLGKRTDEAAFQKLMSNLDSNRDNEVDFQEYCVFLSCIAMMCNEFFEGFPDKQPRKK
#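 Material: S100A4 monomer (human). Medium: Calcium-containing HEPES buffer, pH 7.2. Probe or stimulus: labelled myosin peptide probe, 5 nM. Compound dosing: one concentration per compound. Timing: polarization read 5 min after assay mix addition, stable 5–60 min. Benchmarks: DMSO as neutral control, TFP as positive control.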
# * = called active by the depositor; ? = inconclusive; / = not tested or not shown. An excerpt, so the mix of outcomes need not match the whole.
SMILES,C2C12 statin,SIRT5 block,LGR2 inh,esBAF inh,FN deposition inh,CASP6 VEID inh,S100A4 MyoIIA
CSc1ccc(CN(C)C(=O)CCNS(=O)(=O)c2ccc(C)c(C)c2)cc1,28,-3,1,-3,13,-1,-18
CC(C)Cc1ccc(CN2CCCC(NC(=O)CCCN3CCCC3=O)C2)cc1 (stereo not drawn),7,-1,-3,8,-38,-4,-5
CC(C)NC(=O)Nc1ccc2c(c1)CC(=O)N([C@@H](C)CO)C[C@H](C)[C@@H](CN(C)Cc1ccc3c(c1)OCO3)O2,-3,1,22,-6,/,-14,48
COc1ccc(Cc2c(-c3ccccc3)nc3cc(C)c(Br)c(C)n23)c(C)c1,-13,1,-7,-10,3,0,-1
COc1ccc(C)cc1NC(=O)c1nnn(Cc2cccc(F)c2)c1N,9,-2,-6,3,-2,-1,1
COCC#Cc1ccc([C@H]2[C@H]3CN(C(=O)C4CCOCC4)CC(=O)N3[C@H]2CO)cc1,/,1,-15,/,/,/,23
CC1=C(C(=O)OC(C)C)C(c2ccc(C)o2)C(C(=O)OC(C)C)=C(C)N1,/,/,37,/,-5,-1,8
CS(=O)(=O)Nc1ccc2c(c1)[C@@H]1C[C@@H](CC(=O)NCC(F)(F)F)O[C@H](CO)[C@@H]1O2,0,1,2,-6,1,1,-2
COc1ccc(-n2cnnc2SCC(=O)Nc2ccc(C(N)=O)cc2)cc1,-3,-15,0,1,-6,-3,4
C[C@@H]1CN([C@@H](C)CO)C(=O)c2cccc(NC(=O)NC3CCCCC3)c2O[C@@H]1CN(C)S(=O)(=O)c1ccccc1,-9,1,-9,6,/,0,-5
Cc1c(C(=O)OCC(=O)N(C)c2ccccc2)oc2ccccc12,3,-3,-13,14,7,6,-1
CCOC(=O)CNC(=O)N1CCCC(Cc2ccccc2)(C(=O)OCC)C1 (stereo not drawn),3,-2,11,-1,-2,0,-1
Nc1ccc(-c2nc3ncccc3o2)c(Cl)c1,/,-6,-34,?,2,0,-13
O=C1OC(c2ccc3c(c2)OCO3)=N/C1=C\c1ccc(C(=O)O)cc1,6,-2,17,0,-1,12,-4
CNc1nc(N)c([N+](=O)[O-])c(NCc2ccccc2)n1,/,-2,-22,/,7,-1,0
Cc1ccc(C(=O)c2c3ccc(C(F)(F)F)cc3[n+]([O-])n2CCCC(N)=O)cc1,-3,/,-6,-5,-7,0,1
Cn1c(=O)n(CCO)c(=O)c2c1nc(Br)n2Cc1ccccc1,19,-7,-5,-8,4,0,-3
CCc1c(C)nc(N2CCN(c3ccccc3F)CC2)[nH]c1=O,-5,0,-1,4,1,-3,-1
CCc1ccccc1NC(=O)N1CCCC(CCC(=O)N(C)CCc2ccccn2)C1 (stereo not drawn),1,1,-6,-10,2,-1,3
CCCCOC(=O)CCc1nc2ccccc2[nH]1,24,/,-8,-6,-1,/,/

# An excerpt from above in order of molecular weight, smallest number first:
SMILES,C2C12 statin,SIRT5 block,LGR2 inh,esBAF inh,FN deposition inh,CASP6 VEID inh,S100A4 MyoIIA
CCCCOC(=O)CCc1nc2ccccc2[nH]1,24,/,-8,-6,-1,/,/
CCc1c(C)nc(N2CCN(c3ccccc3F)CC2)[nH]c1=O,-5,0,-1,4,1,-3,-1
CC1=C(C(=O)OC(C)C)C(c2ccc(C)o2)C(C(=O)OC(C)C)=C(C)N1,/,/,37,/,-5,-1,8
Cn1c(=O)n(CCO)c(=O)c2c1nc(Br)n2Cc1ccccc1,19,-7,-5,-8,4,0,-3
CC(C)NC(=O)Nc1ccc2c(c1)CC(=O)N([C@@H](C)CO)C[C@H](C)[C@@H](CN(C)Cc1ccc3c(c1)OCO3)O2,-3,1,22,-6,/,-14,48
C[C@@H]1CN([C@@H](C)CO)C(=O)c2cccc(NC(=O)NC3CCCCC3)c2O[C@@H]1CN(C)S(=O)(=O)c1ccccc1,-9,1,-9,6,/,0,-5

# The list goes on.
SMILES,C2C12 statin,SIRT5 block,LGR2 inh,esBAF inh,FN deposition inh,CASP6 VEID inh,S100A4 MyoIIA
COc1cc(C(=O)Nc2ccc3c(c2)OCCO3)c(-n2cnnn2)cc1OC,-1,/,/,-3,-5,/,/
CN(C)C(=O)CCc1ccc2c3c([nH]c2c1)[C@]1(C)[C@@H](C(=O)N2CCOCC2)C[C@H](CC(=O)NCc2cccc(C(F)(F)F)c2)C(=O)N1CC3,11,-8,10,3,4,0,22
CC(=O)N1N=C(c2cccc(Br)c2)OC12CCCC2,/,3,-7,/,-4,1,1
O=C(COC(=O)c1ccc2c(c1)C(=O)N(Cc1ccncc1)C2=O)Nc1cccc2ccccc12,3,-4,-11,4,2,0,-3
Cc1cc(C)cc(N(C(=O)C2CCCC2)C2C=CS(=O)(=O)C2)c1 (stereo not drawn),15,0,5,5,/,0,-12
O=C(C[C@@H]1CC[C@@H]2[C@H](COC[C@@H](O)CN2Cc2ccc(Oc3ccccc3)cc2)O1)Nc1nccs1,40,0,20,11,-12,2,4
CN(C)S(=O)(=O)c1cccc(C(=O)NCC(=O)NC2CCN(Cc3ccccc3)CC2)c1,-8,0,8,-9,11,-11,-1
Cc1cc([N+](=O)[O-])cnc1NC(C)c1ccccc1 (stereo not drawn),-3,/,/,-5,-2,/,/
O=C(CNC(=O)c1cccc([N+](=O)[O-])c1)NC1CCCc2ccccc21 (stereo not drawn),1,-3,-2,3,0,1,0
O=C1NC(=O)C(=CC=Cc2ccccc2)S1,3,4,-41,27,8,2,-3
COCC(=O)N1C[C@@H]2[C@H](c3ccccc31)[C@@H](CO)N2Cc1ccccc1,-6,-3,18,0,/,5,-8
CC[C@]12C(=O)N(C)C[C@H]([C@@H]3C(=O)N(Cc4ccccc4)C(=O)[C@@H]31)N2C(=O)c1ccc(F)cc1,-3,-7,6,1,-6,6,1
COc1ccc(/C=N/NC(=O)CNC(=O)C2COc3ccccc3O2)cc1OC (stereo not drawn),/,2,-30,/,-4,2,-1
NC(=O)c1nsc(C(=O)N(c2cccc(F)c2)C(C(=O)NCC2CCCO2)c2c[nH]c3ccccc23)c1N (stereo not drawn),10,-2,-3,18,-1,0,9
COc1ccc(CCNC(=O)c2ccco2)cc1OC,/,-2,-28,/,-13,1,0
COc1ccccc1NC(=O)CCCCC(=O)Nc1ccccc1OC,16,16*,11,-6,6,-2,-1
CC(=O)n1cc([C@H]2C=C(C(N)=O)O[C@@H](OCc3ccc(CO)cc3)C2)c2ccccc21,11,/,6,0,11,/,/
CCC(=O)NCc1nc2ccccc2n1Cc1ccccc1F,3,/,/,-6,0,/,/
Cc1noc(C)c1NC(=O)N(C)C[C@H]1Oc2c(NC(=O)C3CC3)cccc2C(=O)N([C@@H](C)CO)C[C@@H]1C,0,0,4,-3,/,-1,1
CCOc1ccc(NC(=O)C2CC(=O)N=C(N)S2)cc1 (stereo not drawn),6,/,/,3,-9,/,/
C[C@@H](O)CNC(=O)c1[nH]cnc1C(=O)Nc1ccc(CNC(=O)OC(C)(C)C)cc1,2,/,-14,-3,-1,-4,-2
CS(=O)(=O)c1ccc(C(=O)NCC(c2ccco2)N2CCCCC2)cc1 (stereo not drawn),/,-3,23,/,-1,1,-39
CC1(C)CC(=O)C2=C(C1)OC(N)=C(C#N)C2Cc1ccccc1 (stereo not drawn),7,1,18,-2,/,2,-1
CC1(C)CC(=O)C2=C(C1)N(c1ccccc1)C(N)=C(C#N)C2c1ccccc1 (stereo not drawn),-5,/,/,0,12,/,/
CN(C)CCCNC(=O)C[C@@H]1C=C[C@@H](NS(=O)(=O)c2ccc(F)cc2)[C@H](CO)O1,5,2,2,4,/,-1,8
O=C(COC(=O)/C=C/c1ccccc1Cl)NC(=O)NCc1ccccc1,-7,-4,-2,8,1,-1,5
CC(C)NC(=O)c1ccc2c(c1)N(CC(=O)NC1CCCCC1)C(=O)C(C)(C)O2,-1,-1,6,-5,12,-2,1
COc1ccc(NC(=O)C(=O)N/N=C(\C)CC(=O)Nc2ccccn2)c(OC)c1,-2,0,12,-1,-4,1,1
O=C(CN1CCOCC1)NNc1c2ccccc2nc2ccccc12,/,-4,/,/,-6,-1,-5
Cc1ccc(C)c(OCC(=O)NNC(=O)C2CC2)c1,16,-2,4,9,6,-5,-1
CCC(=O)N(C)C[C@@H]1Oc2ncc(-c3ccccc3OC)cc2C(=O)N([C@H](C)CO)C[C@H]1C,19,-5,-9,-2,-15,-1,9
CS(=O)(=O)N(CC(=O)N1CCCC1)c1ccc(F)cc1,-5,/,-5,-5,2,1,2
COc1ccc(C(=O)NCC(=O)N2CCc3ccccc3C2)cc1,/,-3,-7,/,0,1,0
Cc1ccc(C(=O)COc2ccccc2C(=O)Nc2ccccc2)cc1,-20,/,/,5,-2,/,/
CC(OC(=O)CCc1nc2ccccc2[nH]c1=O)c1ccccc1 (stereo not drawn),/,1,-6,/,11,1,14
COc1ccc(NC(=O)Nc2ccc3c(c2)C(=O)N([C@@H](C)CO)C[C@H](C)[C@@H](CN(C)C(=O)Nc2ccc4c(c2)OCO4)O3)cc1,-5,/,-11,-1,/,/,/
CCN(C[C@H]1N[C@@](C)(C(=O)OC)[C@H]2C(=O)N(C)C(=O)[C@@H]12)C(=O)c1ccc(F)cc1,4,28*,-11,-1,4,2,-2
C[C@@H]1CN([C@@H](C)CO)C(=O)c2cc(NC(=O)Cc3ccccc3)ccc2O[C@@H](C)CCCCO[C@@H]1CN(C)C(=O)c1ccncc1,/,3,-7,/,8,2,-1
C[C@H](CO)N1C[C@H](C)[C@@H](CN(C)C(=O)CCC(F)(F)F)OCCCC[C@H](C)Oc2ccc(NC(=O)CCCN(C)C)cc2C1=O,/,/,-3,-1,-1,/,/
COc1ccc(N2C(=O)CC(Cc3ccccc3OC)C2=O)cc1 (stereo not drawn),4,4,9,5,-3,-2,4
CC(C)=CCN1CCN(Cc2nc(-c3ccc(F)cc3)cs2)CC1CCO (stereo not drawn),-3,-6,-1,2,-5,0,-4
CO[C@@H]1CN(C)C(=O)c2cc(NC(=O)NC(C)C)ccc2OC[C@@H](C)N(C(=O)NC(C)C)C[C@@H]1C,5,-4,-6,-3,1,0,-3
Cc1cccc(NC(=O)C2CCN(c3ncnc4c3nc3n4CCCCC3)CC2)n1,10,0,-10,5,2,2,-10
O=C(c1cc(Br)ccc1Cl)N1CCN(c2ncccn2)CC1,-1,-2,-5,3,0,5,-4
CC(C(=O)NCC(=O)Nc1ccc(F)c(F)c1F)N1CCN(c2ccc(O)cc2)CC1 (stereo not drawn),-9,0,/,6,-7,5,0
C/C=C/c1cnc2c(c1)C(=O)N([C@H](C)CO)C[C@H](C)[C@@H](CN(C)Cc1cccc(C(=O)O)c1)O2,1,2,-4,1,/,-2,1
O=C(NCCc1ccncc1)[C@H]1[C@H](CO)[C@H]2Cn3c(ccc(-c4ccncc4)c3=O)[C@H]2N1C(=O)C1CC1,1,-67,3,-4,/,0,1
CCc1ccc(CCC(=O)Nc2ccccc2C(=O)O)o1,-10,/,/,15,2,/,/
O=C(CSc1ncn[nH]1)Nc1ccc(Br)cc1Br,3,-4,-26,12,1,0,63
COc1ccccc1NS(=O)(=O)c1cccc(C(=O)N/N=C/c2ccc([N+](=O)[O-])o2)c1,17,-6,21,-15,2,11,10
C(#CC1CCCCC1)c1ccc2c(c1)COc1c3ccccc3nn1-2,-39,-1,/,?,7,-2,-2
O=C(NC[C@@H]1[C@H](c2ccccc2)[C@H](CO)N1C(=O)C1CC1)NC1CCCC1,7,3,15,-7,/,-1,2
Fc1cccc(CN2[C@@H]3CNC[C@H]2C3c2ccc(-c3ccccc3)cc2)c1 (stereo partly drawn),/,-5,34,/,0,/,2

# Screening data deposited in PubChem BioAssay by Broad Institute.
